HP1b binding inh – HTS for Inhibitors of HP1-beta Chromodomain Interactions with Methylated Histone Tails. AlphaScreen HP1-beta / biotin-H3K9me3 peptide binding. Potency, µM (series often up to 114 µM), for inactives: top-dose activity change, negative = inhibition, hits mostly inhibitors. 390,000 compounds, 0.56% hits; also: potency is read from the fitted curve at half-maximal effect; nearly all actives have a fitted effect of over 70% in size; inactives centre near 23
Target sequence (P83916 whole entry, looked up): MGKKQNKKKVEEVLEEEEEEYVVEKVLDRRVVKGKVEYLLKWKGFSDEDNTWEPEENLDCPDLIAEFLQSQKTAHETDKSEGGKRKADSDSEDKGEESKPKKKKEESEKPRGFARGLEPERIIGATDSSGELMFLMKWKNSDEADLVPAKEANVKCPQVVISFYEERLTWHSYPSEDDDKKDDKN
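AlphaScreen: HP1-beta (50 nM) preformed 30 min with biotin-H3(1-18)K9me3 peptide (50 nM) in PBS pH 7.4, 0.01% Tween-20. Compound added for 30 min at RT, then streptavidin donor/nickel chelate acceptor beads (10 ug/mL) for 30 min.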
BAZ2B block – qHTS Assay for Inhibitors of BAZ2B | Bromodomain adjacent to zinc finger domain protein 2B (Homo sapiens), Q9UIF8 | AlphaScreen BAZ2B-H3K14Ac peptide displacement | Potency, µM (highest dose often 114 µM), for inactives: at the top dose activity change, negative = inhibition, most hits filed as inhibitors | 360,000 compounds, 4.4% hits | AID 504333, 2011; also: potency is read from the fitted curve at half-maximal effect; % is scaled to controls: 0 for no effect and ±100 for the full control effect; nearly all actives have a fitted effect of over 60% in size
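Compounds, titrated to a top concentration of 110 uM, were incubated 30 min at room temperature with preformed BAZ2B/acetyl-K14 H3 peptide complex (50 nM each). Proximity signal was measured by AlphaScreen after 20 min with beads.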
JMJD2A Tudor inh – qHTS Assay for Inhibitors of JMJD2A-Tudor Domain | Lysine-specific demethylase 4A (Homo sapiens), O75164 | AlphaScreen JMJD2A-Tudor / H3K4me3 peptide binding | Potency, µM (titrated, usually from 114 µM), for inactives: at the top dose activity change, negative = inhibition, usual class: inhibitors | 390,000 compounds, 4.4% hits | AID 504339, 2011; also: potency is read from the fitted curve at half-maximal effect; % is scaled to controls: 0 for no effect and ±100 for the full control effect; nearly all actives have a fitted effect of over 50% in size
GLS inhibitor – qHTS for Inhibitors of Glutaminase (GLS) | Glutaminase kidney isoform, mitochondrial (Homo sapiens), O94925 | GLS enzymatic activity, qHTS titration | Potency, µM (titrated, usually from 45.5 µM), for inactives: top-dose activity change, negative = inhibition, hits mostly inhibitors | 410,000 compounds, 0.21% hits; also: potency is read from the fitted curve at half-maximal effect; % is scaled to controls: 0 for no effect and ±100 for the full control effect
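hKGA in 45 mM KH2PO4 pH 8.2, 0.02% Tween-20 with pin-transferred compounds; 1 mM L-glutamine (stock) plus glutamate oxidase/HRP/Amplex Red coupling added. Fluorescence read initially and after 30 min at RT.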
Pin1 inhibitor – qHTS Assay to Find Inhibitors of Pin1; AID 504891, 2011; 390,000 compounds, 0.009% hits; Peptidyl-prolyl cis-trans isomerase NIMA-interacting 1 (Homo sapiens), Q13526; Pin1 FP peptide displacement, HiFluor488, 10 min; Potency, µM (highest dose often 115 µM), for the others: at the highest dose activity, negative = inhibition, usual class: inhibitors; active = well fitted inhibition curve with a large enough effect in the polarisation, with a control signal flat, not every such curve was filed as active; inconclusive = small, poorly fitted or top-dose-only effect, or effect the other way, or a change in a side signal; inactive = no such curve, though single readings can be large or run the other way; the % refers to the polarisation; also: potency is read from the fitted curve at half-maximal effect; % is scaled to controls: 0 for no effect and ±100 for the full control effect
Target sequence (Q13526 whole entry, looked up): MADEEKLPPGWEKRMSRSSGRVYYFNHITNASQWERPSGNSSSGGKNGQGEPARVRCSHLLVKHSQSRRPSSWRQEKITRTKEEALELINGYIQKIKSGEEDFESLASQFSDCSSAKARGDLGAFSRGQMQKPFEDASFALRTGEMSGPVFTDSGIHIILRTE
G9a block – qHTS Assay for Inhibitors of Histone Lysine Methyltransferase G9a; G9a H3K9 monomethylation, AlphaScreen, 2 h; Histone-lysine N-methyltransferase EHMT2 (Homo sapiens), Q96KQ7; Potency, µM (titrated, usually from 102 µM), for inactives: at the top dose activity, negative = inhibition, most hits filed as inhibitors; 350,000 compounds, 8.8% hits; also: potency is read from the fitted curve at half-maximal effect; % is scaled to controls: 0 for no effect and ±100 for the full control effect; nearly all actives have a fitted effect of over 75% in size
Target sequence (Q96KQ7 913-1193 limits assumed): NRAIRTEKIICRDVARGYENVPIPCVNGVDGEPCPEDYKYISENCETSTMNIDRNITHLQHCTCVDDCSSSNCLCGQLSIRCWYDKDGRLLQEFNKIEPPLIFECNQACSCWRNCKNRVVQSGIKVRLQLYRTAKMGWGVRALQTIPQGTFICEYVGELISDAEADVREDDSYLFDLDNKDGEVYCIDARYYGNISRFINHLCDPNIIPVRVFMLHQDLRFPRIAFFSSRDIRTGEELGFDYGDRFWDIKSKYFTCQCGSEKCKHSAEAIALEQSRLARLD
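Using a bead-based AlphaScreen, monomethylated H3K9 product from 2 h room-temperature reactions (G9a 20 nM, peptide 500 nM, SAM 20 uM) was detected with 0.5 ug/mL rabbit anti-H3K9me1 antibody.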
PGK inhibitor – qHTS Assay to Find Inhibitors of Phosphoglycerate Kinase; Phosphoglycerate kinase, glycosomal (Trypanosoma brucei brucei), P07378; 380,000 compounds, 0.043% hits; Potency, µM (highest dose often 57.5 µM), for the others: at the highest dose activity change, negative = inhibition, hits mostly inhibitors; PGK/GAPDH coupled, Kinase-Glo luminescence, 60 min; also: potency is read from the fitted curve at half-maximal effect; % is scaled to controls: 0 for no effect and ±100 for the full control effect; nearly all actives have a fitted effect of over 60% in size
Target sequence (P07378 whole entry, looked up): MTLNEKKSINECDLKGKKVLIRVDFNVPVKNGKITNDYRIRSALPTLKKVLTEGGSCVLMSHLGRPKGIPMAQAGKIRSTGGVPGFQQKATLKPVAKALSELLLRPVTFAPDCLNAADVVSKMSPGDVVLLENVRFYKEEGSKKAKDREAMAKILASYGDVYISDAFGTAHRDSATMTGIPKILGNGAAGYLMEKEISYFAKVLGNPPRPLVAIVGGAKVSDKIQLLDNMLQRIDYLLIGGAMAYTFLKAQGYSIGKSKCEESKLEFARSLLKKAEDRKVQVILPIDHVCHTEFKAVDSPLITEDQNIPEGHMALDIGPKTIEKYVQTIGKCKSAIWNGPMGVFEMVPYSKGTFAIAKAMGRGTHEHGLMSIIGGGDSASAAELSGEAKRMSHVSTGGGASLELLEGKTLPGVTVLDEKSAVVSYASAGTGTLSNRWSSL
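Luminescent ATP detection (Kinase-Glo Plus) follows a 60-minute room-temperature incubation, with wells lacking PGK as controls. Buffer: 100 mM TEA (pH 7.6), 5 mM MgCl2, 0.01% Tween-20. Coupling enzyme GAPDH (100 nM final) supplies unstable 1,3-BPG in-well.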
PI4K2A inh – qHTS for small molecular inhibitors of PI4K2A; purified PI4K2A, ADP-Glo luminescence, 1 h; hits give low values; Phosphatidylinositol 4-kinase type 2-alpha (Homo sapiens), Q9BTU6; 420,000 compounds, 0.13% hits; activity change, negative = inhibition, % at 76.9 µM; in the data active = activity change below about -50%; inconclusive = mostly about -30% to -49%;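 also: -100% = wells without enzyme as full effect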
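ADP-Glo luminescence measured ADP generated by PI4K2A enzyme (4 ug/mL before mixing) with 1.2 mM PI substrate (pre-mix) and 300 microM ATP (pre-mix). Tris pH7.5 buffer with MgCl2, Triton X-100; 1 h reaction at ambient temperature.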
ERG-DNA inh – qHTS for Small Molecule Inhibitors of the ERG Ets/DNA interaction; Transcriptional regulator ERG (Homo sapiens), P11308; fluorescence polarization, His-ERG Ets domain / labelled DNA; Potency, µM (top dose mostly 76.9 µM), for inactives: at the top dose FP activity, negative = inhibition, hits mostly inhibitors; 370,000 compounds, 0.028% hits; active = well fitted inhibition curve with a large enough effect in the polarisation, with a control signal flat; inconclusive = small, poorly fitted or top-dose-only effect, or effect the other way, or a change in a side signal; inactive = no such curve, though single readings can be large or run the other way; the % refers to the polarisation;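 also: polarization taken with two DNA probes labelled with fluorescein and Texas red; potency is read from the fitted curve at half-maximal effect; % of control where 0% means no effect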
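His-tagged ERG Ets domain (1 uM in the protein solution; 300mM KCl, 50mM Tris-HCl, 1mM EDTA, 1mM DTT, pH 7.5) received compound, then a probe mix of 5 nM fluorescein-DNA and 100nM Texas-615-DNA. Fluorescence polarization was read for both dyes.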
* hit, by the source's call; i = inactive; ? = inconclusive; · = no result given; [ ] = remark or other dose. Unless noted, calls follow the shape of the dose curve; as a rule, active = well fitted curve in the direction sought with a large enough effect; inconclusive = small, poorly fitted or top-dose-only effect, or another doubt; inactive = no such curve, though single readings can be large; an effect the other way counts as inactive or inconclusive.

SMILES	HP1b binding inh	BAZ2B block	JMJD2A Tudor inh	GLS inhibitor	Pin1 inhibitor	G9a block	PGK inhibitor	PI4K2A inh	ERG-DNA inh
CC(=O)c1ccccc1OCCn1nc(C(=O)O)c2ccccc2c1=O	0%	2%	-14%	0%	-9%	?	0%	2	2%
COCc1cc(OC)nc(-c2csc(C)n2)n1	38%[activator]	-13%	-4%	1%	0%	13%	8%	3	10%
CCn1c(=O)c(=O)[nH]c2cc(C(=O)N3CCN(c4ccccc4F)CC3)ccc21	38%	9%	-3%	4%	6%	46%[12.7 µM]	3%	11	28%
CNC(=O)NC(=O)COC(=O)CCCSc1nc2ccccc2s1	21%	-3%	-9%	-3%	-10%	23%[59 µM]	i	4	-1%
Cc1ccc(NC(=O)NNC(=O)C2CC(c3cccnc3)=NO2)cc1 (stereo unspecified)	42%[activator]	-25%[57.1 µM]	-5%	-1%	-2%	14%	i	6	2%
CC(c1ccon1)N(C)Cc1c(C(=O)N(C)Cc2ccccc2)nc2ccccn12 (stereo unspecified)	16%	-16%	1%	-10%	-6%	-40%	i	4	-8%
O=C(NCCOc1ccc(Cl)cc1)c1ccc2ccccc2n1	110%[activator]	95%[activator]	75%[activator]	3%	-3%	340%[activator]	-3%	-3	3%
CCN1C(=O)[C@H]2[C@@H](c3ccc(OC)cc3)N3C(=O)CN(CC4CC4)C(=O)[C@@]3(C)[C@H]2C1=O	19%	-23%	-17%	13%	-21%	?	-3%	-3	5%
O=C(NCCc1ccccc1)c1ccc(CSc2nc3cccnc3n2Cc2ccccc2F)cc1	25µM*	14µM*	5.6µM*	13%	10%	2µM*	i	3	3%
CNc1oc(/C=C/c2cc(OC)c(OC)c(OC)c2)nc1C#N	61%[activator]	0%	28%	1%	0%	9%[59 µM]	·	0	-7%
COc1cc(CC(=O)Nc2sc3c(c2C(N)=O)CCCC3)cc(OC)c1OC	19%	1%	6%	-4%	-1%	-12%	-9%	3	-6%
COc1cccc(-c2ccc3c(N)c(C(=O)Nc4ccc(C)c(F)c4)sc3n2)c1	41%[activator]	6%	-8%	0%	?	?	0%	0	-16%
CCOc1cc(CNc2ncn[nH]2)ccc1OCC(=O)NC(C)(C)C	16%	0%	-5%	-3%	-1%	·	-2%	2	-6%
Cc1cc(C)c(S(=O)(=O)NCCCN2CCOCC2)cc1Br	23%	-5%	-11%	1%	0%	2%	-10%	1	·
O=C(NCc1ccccc1C(F)(F)F)C1CC(c2ccc(C(F)(F)F)cc2)=NO1 (stereo unspecified)	82%[activator]	11%	-4%	0%	-5%	43%[activator][59 µM]	3%	0	-2%
CCOCC(=O)Nc1ccc(F)c(F)c1	1%	-24%	-11%	12%	-1%	1%[59 µM]	i	-4	6%
CC(=O)Nc1ccc(NC(=O)CNC(=O)COc2ccccc2)cc1	16%	3%	1%	2%	0%	19%[59 µM]	-2%	-2	-2%
COc1cc(C)c(CNc2cc(C)cc(C)c2)cc1C	-16%	?	89µM*	7%	-1%	?	-7%	2	4%
CCN(CC)C(=O)c1ccc(-c2nnc(Nc3cccc(O)c3)c3ccccc23)cc1	11%	0%	-23%	19%	-6%	2%[0.501 µM]	i	-2	19%
CCC(C)(C)n1nnnc1C(c1cc2cc(C)ccc2[nH]c1=O)N1CCCc2ccccc21 (stereo unspecified)	8%	-8%	-27%	?	-7%	4%[12.7 µM]	2%	-7	6%
COC(=O)c1ccccc1S(=O)c1snnc1C (stereo unspecified)	51%[activator]	6%	-8%[57.1 µM]	-7%	2%	12%[59 µM]	-7%	1	-3%
CCNS(=O)(=O)c1ccc(NC(=O)c2ccccc2OCC)cc1	?	1%	?	-3%	-1%	-6%[59 µM]	·	-2	·
Cn1c(=O)n(Cc2ccccc2F)c(=O)c2c1nc1n2CCCN1CCc1ccccc1	11%	-2%	-14%	0%	-2%	0%	2%	8	-3%
COc1ccc(NC(=O)C2CCN(C(=O)c3cccs3)CC2)c(OC)c1	?	-32%	28µM*	?	3%	7%[12.7 µM]	4%	-3	-4%
Cc1ccc(CC(=O)NCCN2CCOCC2)cc1	1%	-12%	-11%	7%	-4%	-8%	-5%	-6	14%

Random excerpt: 2 entries already listed
SMILES	HP1b binding inh	BAZ2B block	JMJD2A Tudor inh	GLS inhibitor	Pin1 inhibitor	G9a block	PGK inhibitor	PI4K2A inh	ERG-DNA inh
CCN(CC)C(=O)c1ccc(-c2nnc(Nc3cccc(O)c3)c3ccccc23)cc1	11%	0%	-23%	19%	-6%	2%[0.501 µM]	i	-2	19%
CNC(=O)NC(=O)COC(=O)CCCSc1nc2ccccc2s1	21%	-3%	-9%	-3%	-10%	23%[59 µM]	i	4	-1%

Single values from the entries so far:
Pin1 inhibitor with `COc1ccc(NC(=O)C2CCN(C(=O)c3cccs3)CC2)c(OC)c1` = 3%
HP1b binding inh with `Cc1ccc(CC(=O)NCCN2CCOCC2)cc1` = 1%

Next structures
SMILES	HP1b binding inh	BAZ2B block	JMJD2A Tudor inh	GLS inhibitor	Pin1 inhibitor	G9a block	PGK inhibitor	PI4K2A inh	ERG-DNA inh
CC(OC(=O)C1CCN(S(=O)(=O)c2ccc(Cl)cc2)CC1)C(=O)NC1CCCCC1C (stereo unspecified)	31%	-17%	-14%	-13%	0%	?	i	3	-14%
Cc1ccc(C)c(N2CCN(S(=O)(=O)c3ccc(-c4cnc(C5CC5)o4)cc3)CC2)c1	8%	-36%	-25%	1%	2%	-2%[12.7 µM]	-2%	-1	1%
CCOC(=O)N1CCN(C(=O)CN(Cc2ccc(Cl)cc2)S(=O)(=O)c2ccc(C)cc2)CC1	22%	3%	-13%	-4%	-1%	9%	1%	-1	-1%
CN1CCN(C(=O)C2=C[C@H](C3CC3)C[C@H](OCc3ccc(CO)cc3)O2)CC1	16%	·	?	0%	-9%	·	-8%	-2	-7%
COc1cc(C(=O)Nc2ccccc2NC(=O)c2cc(OC)c(OC)c(OC)c2)cc(OC)c1OC	21%	3%	-22%	-1%	5%	15%	·	-3	2%
O=S(=O)(NC(=NC1CCCCC1)c1ccccc1F)c1ccccc1	22%	5%	-6%	0%	0%	13%	10%	-2	-2%
COc1cc(Cl)c(C)cc1NC(=O)Cc1cccs1	68%[activator]	6%	6%	-1%	-5%	2%	-1%	-1	-10%
COc1cc2c(cc1OC)CN(C(=O)c1ccc(S(=O)(=O)N(C)c3ccccc3)cc1)CC2	-20%	-36%	-32%	6%	2%	?	3%	4	-1%
Cc1cccc(C)c1OCC(=O)NNC(=O)CCNC(=O)c1ccco1	9%	12%	-16%	11%	0%	16%[0.501 µM]	5%	0	-6%
COc1cccc(NC(=O)C(Sc2nnc(Nc3ccccc3C)s2)c2ccccc2)c1 (stereo unspecified)	25%	-4%	-16%	1%	26%	?	-9%	-1	-8%
OCCN1CCN(Cc2ccc3ccccc3c2)CC1	?	50µM*	20µM*	0%	-10%	·	-6%	5	0%
COc1cc(C)c(C)cc1S(=O)(=O)N1CCCc2ccccc21	80%[activator]	3%	7%	7%	8%	87%[activator]	-7%	0	5%
Cc1c(CN2CCC(CO)(CCOc3ccccc3)CC2)[nH]c2ccc(Cl)cc12	-7%	?	50µM*	11%	2%	·	i	11	2%
O=C(CSc1ccc(Cl)cc1)N1CCN(c2ncc(C(F)(F)F)cc2Cl)CC1	83%	26%	16%	0%	?	9%[59 µM]	-2%	-4	1%
COc1ccc(N(CC(=O)NCc2cccnc2)S(=O)(=O)c2c(C)nn(C)c2C)cc1	43%[activator]	10%	-1%	3%	-4%	14%	8%	-3	7%
Cn1c(=O)c2c(nc(OCc3ccc4c(c3)OCO4)n2Cc2ccccc2Cl)n(C)c1=O	38%	4%	-8%	0%	-1%	-16%[59 µM]	1%	8	0%
CCOC(=O)c1cccc(NC(=O)CCn2c(-c3ccc(F)cc3)cc(C(=O)OCC)c2C)c1	-16%	-11%	-26%	-11%	1%	?	-4%	3	16%

Three entries from above, ordered by length of the SMILES, highest first:
SMILES	HP1b binding inh	BAZ2B block	JMJD2A Tudor inh	GLS inhibitor	Pin1 inhibitor	G9a block	PGK inhibitor	PI4K2A inh	ERG-DNA inh
CCOC(=O)N1CCN(C(=O)CN(Cc2ccc(Cl)cc2)S(=O)(=O)c2ccc(C)cc2)CC1	22%	3%	-13%	-4%	-1%	9%	1%	-1	-1%
COc1cc2c(cc1OC)CN(C(=O)c1ccc(S(=O)(=O)N(C)c3ccccc3)cc1)CC2	-20%	-36%	-32%	6%	2%	?	3%	4	-1%
COc1cc(C)c(C)cc1S(=O)(=O)N1CCCc2ccccc21	80%[activator]	3%	7%	7%	8%	87%[activator]	-7%	0	5%
